Bioassay records (PubChem BioAssay)
TAG inh: inhibitors of triacylglycerol accumulation, primary screen, cell-based, uHTS, fluorescence, H9c2 | H9c2 cells, Nile Red lipid (TAG) fluorescence; cells loaded with 200 µM oleic acid | inhibition, % at 12.5 µM | 230,000 compounds, 0.66% hits | AID 651582, 2012;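 active means pattern-corrected inhibition of lipid staining of at least 50% with the nuclear-stain viability signal not falling by more than 50%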;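 further: 0% = DMSO wells and 100% = triacsin C control wells; some results filed as inactive read as strong as hits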
TAG inh DAPI viability: second read-out of TAG inh, no call of its own (marks repeat the call); DAPI nuclei signal change (viability), lower = more cytotoxic, %;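 whole-well DAPI fluorescence read on a plate reader as a viability signal; minus 50 percent equals half of cells still viable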
Starred values were filed as active, the others as inactive; i = inactive. The list is partial, so the mix of outcomes need not match the whole.

No. | smiles | TAG inh | TAG inh DAPI viability
1 | COc1ccc([N+](=O)[O-])cc1N=Cc1c(O)n(CCc2ccccc2)c(=O)n(C(C)C)c1=O | 8 | -3
2 | CCCCC1(CC)COP(=O)(OCC(Cl)(Cl)Cl)OC1 (stereo not given) | 0 | 1
3 | O=c1[nH]c(=S)[nH]c(O)c1N=Nc1ccc(SC(F)F)cc1 | -1 | 5
4 | COc1ccc(NC2Oc3cc4c(cc3C(c3cc(OC)c(OC)c(OC)c3)C2C)OCO4)cc1 (stereo not given) | 49 | -22
5 | Cc1cc(C)cc(NC2=NCCCS2)c1 | -3 | 3
6 | CC[C@H]1CN2CCC1C[C@@H]2[C@@H](O)c1ccnc2ccc(OC)cc12 (stereo not given in full) | -8 | 11
7 | COC(=O)C12OCC34C(CC5C(C)=C(O)C(=O)CC5(C)C3C(O)C1O)OC(=O)C(OC(=O)/C=C(\C)C(C)C)C24 (stereo not given) | 126 | -100
8 | O=[N+]([O-])c1ccc(C[n+]2c(-c3ccccc3)cc(-c3ccccc3)cc2-c2ccccc2)cc1 | -40 | 20
9 | CCS(=O)(=O)CCSP(=O)(OC)OC | -13 | -1
10 | O=c1c2ccccc2nc(-c2ccccc2)n1-c1ccccn1 | -9 | 15
11 | Oc1c(Br)cc(Br)cc1CN1CCN(Cc2ccccc2)CC1 | -13 | 3
12 | CCC(=NCc1ccco1)c1c(O)n(-c2ccc(OC)cc2)c(=O)[nH]c1=O | -1 | -5
13 | COc1ccccc1N1CCN(C2CCCN(C(=O)COc3ccccc3Cl)C2)CC1 (stereo not given) | 9 | 9
14 | O=C(NC(=S)N1CC1)c1ccccc1 | -7 | -4
15 | CC(C)c1oc(=O)cc2c1[C@@H](O)[C@H]1OC(=O)[C@@]3(C)C[C@@H](O)[C@@H](O)[C@@]2(C)C13 (stereo not given in full) | 34 | -28
16 | CCC(C)NC(=O)c1c(N)n(CC2CCCO2)c2nc3ccccc3nc12 (stereo not given) | 9 | 85
17 | CN1CCN(c2ncc(C=O)s2)CC1 | -8 | 15
18 | NC(Cc1ccc(F)cc1)c1csc(Nc2ccccn2)n1 (stereo not given) | 4 | 18
19 | Cc1nn(Cc2ccccc2)c(C)c1C(=O)O | 4 | -1
20 | CN1CCN(c2ccc(Cl)cc2N)CC1 | 8 | 0

4 entries from above, with two lines to a compound.
Values run as follows: TAG inh	TAG inh DAPI viability
[4] COc1ccc(NC2Oc3cc4c(cc3C(c3cc(OC)c(OC)c(OC)c3)C2C)OCO4)cc1 (stereo not given)
 : 49	-22
[5] Cc1cc(C)cc(NC2=NCCCS2)c1
 : -3	3
[6] CC[C@H]1CN2CCC1C[C@@H]2[C@@H](O)c1ccnc2ccc(OC)cc12 (stereo not given in full)
 : -8	11
[7] COC(=O)C12OCC34C(CC5C(C)=C(O)C(=O)CC5(C)C3C(O)C1O)OC(=O)C(OC(=O)/C=C(\C)C(C)C)C24 (stereo not given)
 : 126	-100

Further records follow:
No. | smiles | TAG inh | TAG inh DAPI viability
21 | Cc1ccccc1C(=O)N1Cc2ccccc2-n2nncc2C1 | -9 | -4
22 | Cn1ccc(NC(=O)CCl)n1 | 8 | -3
23 | Cc1ccc(C2C(=O)NC(=O)NC2=O)cc1 | 13 | -3
24 | CCCCN1C(=O)NC(=O)C2(Cc3c(nc4ccccn4c3=O)N3CCc4ccccc4C32)C1=O (stereo not given) | 10 | -6
25 | C=CCn1c(=O)c(C=Nc2c(OC)cccc2[N+](=O)[O-])c(O)n(CCCC)c1=O | -1 | -4
26 | COc1ccc(CN(CCc2c[nH]c3ccccc23)Cc2ccc(OC)cc2)cc1 | -8 | 19
27 | COCCNC(=O)N1[C@H]2CC[C@@H]1C(C(=O)OC)=C(c1ccc(OC(F)(F)F)cc1)C2 | 12 | -6
28 | CCOc1ccc(-c2cc(C)[n+](CCO)c(-c3ccc(OCC)cc3)c2)cc1 | -23 | i
29 | c1ccc(CNC2CCCCCCC2)cc1 (tested in a mixture with another compound) | -4 | 14
30 | COc1ccccc1CN1CCN(C(=O)COc2cccc(C)c2)CC1 | 6 | 10
31 | COc1cccc(C2(O)CCN(CC(=O)Nc3nc(C)cs3)CC2)c1 | -3 | -2
32 | COc1cc(Cn2c(N)c(C(=O)NCc3ccco3)c3nc4ccccc4nc32)cc(OC)c1OC | -4 | 3
33 | NC(Cc1ccc(F)cc1)c1csc(Nc2cnccn2)n1 (stereo not given) | 9 | 19
34 | CC1=C(N2CC2)C(=O)C(CO)=C(N2CC2)C1=O | 107 | -84
35 | COc1ccccc1C1=NCc2nnc(CSC)n2-c2ccc(Cl)cc21 | -6 | -2
36 | ClC(Cl)=C(c1ccc(Cl)cc1)c1ccc(Cl)cc1 | -10 | -3
37 | COc1ccc(C2=NCC(=S)Nc3ccc(Cl)cc32)cc1OC | 2 | 1
38 | CCn1c(O)c(/C=N/NC(=O)c2ccncc2)c(=O)[nH]c1=S | 5 | 4
39 | COc1ccc(C(SCC(NC(=O)OCc2ccccc2)C(=O)O)c2ccc(OC)cc2)cc1 (stereo not given) | 10 | 3
40 | CC(=O)C1C(N2CC2)CC2C3CC=C4CC(O)CCC4(C)C3CCC21C (stereo not given) | 37 | -26

Quoted from the listing:
Value for COc1cc(Cn2c(N)c(C(=O)NCc3ccco3)c3nc4ccccc4nc32)cc(OC)c1OC under TAG inh: -4
Value for ClC(Cl)=C(c1ccc(Cl)cc1)c1ccc(Cl)cc1 under TAG inh: -10
Value for COc1ccccc1C1=NCc2nnc(CSC)n2-c2ccc(Cl)cc21 under TAG inh: -6
Value for CCOc1ccc(-c2cc(C)[n+](CCO)c(-c3ccc(OCC)cc3)c2)cc1 under TAG inh: -23

The list continues:
No. | smiles | TAG inh | TAG inh DAPI viability
41 | C/C(=N\N1CCCCCC1)c1c(O)n(C2CCCCC2)c(=O)[nH]c1=O | -3 | 10
42 | CCS(=O)(=O)NC(C)c1nnc2n1-c1ccc(Br)cc1C(c1ccccc1Cl)=NC2 (stereo not given) | -3 | -7
43 | Cc1ccc(C(=O)c2cc(Br)ccc2N)cc1 | 16 | 5
44 | C/C(=N\N1CCN(C)CC1)c1c(O)n(Cc2ccccc2)c(=O)[nH]c1=O | 0 | 5
45 | COC(=O)C1=C(c2ccc(F)cc2OCc2ccccc2)C[C@@H]2CC[C@H]1N2C(=O)N1CCOCC1 | -9 | 8
46 | Cn1cccc1/C=C1/C(=O)NC(=O)N(Cc2ccc(F)cc2)C1=O | 19 | 2
47 | O=[N+]([O-])c1ccc2c(c1)Cc1cc(O)ccc1-2 | -21 | -2
48 | CNCC(=O)c1ccc(O)c(O)c1 | 0 | -11
49 | NC(=O)c1cn(C2OC(CO)C(O)C2O)c2ncnc(N)c12 (stereo not given) | 48 | -16
50 | N#CC(C#N)=NNc1ccc(S(N)(=O)=O)cc1 | 5 | 0
51 | COC(=O)C1=C(c2ccccc2)C[C@@H]2CC[C@H]1N2C(=O)NCc1ccc(C(F)(F)F)cc1 | -13 | -1
52 | CCOC(=O)c1ccccc1NC(=O)c1c(O)[nH]c(=S)[nH]c1=O | -6 | -1
53 | COC(=O)C1=C(c2ccc(F)cc2OCc2ccccc2)C[C@@H]2CC[C@H]1N2C(=O)N1CCCC1 | 8 | -7
54 | COc1ccccc1-n1c(-c2ccccc2F)nc2ccccc2c1=O | -11 | 4
55 | CCOCC(=O)NC1CCSC1=O (stereo not given) | 9 | -4
56 | CC(=O)Nc1ccc([As](=O)(O)c2ccc([N+](=O)[O-])cc2)cc1 | 10 | -6
57 | O=C1NC(=O)C(CCc2ccncc2)(CCc2ccccn2)C(=O)N1c1ccc(Br)cc1 (stereo not given) | 4 | 1
58 | COc1ccc(NS(=O)(=O)c2ccc(OCC(=O)N3CCN(C)CC3)cc2)cc1Cl | -1 | 6
59 | O=c1[nH]c(=O)n(CCc2ccccc2)c(O)c1C=NC1CC1 | -11 | 3
60 | CC(=O)C1CCC2C3CCC4CC(O)CCC4(C)C3C(O)CC12C (stereo not given) | 0 | -1

Compound profiles (already shown). Order of values: TAG inh, TAG inh DAPI viability
Results for CCS(=O)(=O)NC(C)c1nnc2n1-c1ccc(Br)cc1C(c1ccccc1Cl)=NC2 (stereo not given) = -3, -7
Results for N#CC(C#N)=NNc1ccc(S(N)(=O)=O)cc1 = 5, 0

Next section:
No. | smiles | TAG inh | TAG inh DAPI viability
61 | Cc1ccc(-n2c(C)nc3ccccc3c2=O)c(C)c1 | -2 | 3
62 | CCCCCCC(=O)N/N=C/c1c(O)n(C(C)CC)c(=S)[nH]c1=O (stereo not given) | 5 | -9
63 | CCS(=O)(=O)NCc1nnc2n1-c1ccc(Br)cc1C(c1ccccc1Cl)=NC2 | 5 | -8
64 | COC(=O)[C@@H]1C[C@@]1(C)[C@@H](NP(=O)(c1ccccc1)c1ccccc1)c1ccccc1 | 13 | -7
65 | CC(=O)Nc1cc([As](=O)(O)O)ccc1O | 12 | -5
66 | COc1ccc(-n2c(Cc3ccccc3)nc3ccccc3c2=O)cc1 | -28 | 19
67 | Cc1ccccc1NC(=O)COC(=O)c1cc(C)n(C2CC2)c1C | 10 | -6
68 | Cc1ccc(/C=C2\C(=O)NC(=S)N(c3ccc(F)cc3)C2=O)s1 | 19 | -7
69 | CC1(C)OC1COc1c2occc2cc2ccc(=O)oc12 (stereo not given) | 16 | -3
70 | c1cnc2c(c1)ccc1ncccc12 | -3 | 4
71 | COc1ccc(NC(=O)N2CCC3(CC2)OCCO3)cc1 | 11 | -2
72 | COc1ccccc1OCCCn1cc(C(C)=O)c2ccccc21 | -8 | -2
73 | Cc1cc(N(CCCl)CCCl)ccc1C=NNC(=O)c1cccnc1 | 19 | -9
74 | COC(=O)C1=C(c2cccc(OC)c2OC)C[C@@H]2CC[C@H]1N2C | -16 | 3
75 | COc1ccccc1N=Cc1c(O)n(C)c(=O)n(C)c1=O | -5 | 5
76 | O=[N+]([O-])c1c(Cl)c(Cl)c(Cl)c(Cl)c1Cl | -11 | -8
77 | COC(=O)C1=C(c2ccc(S(C)(=O)=O)cc2)C[C@@H]2CC[C@H]1N2C(=O)N1CCOCC1 | 2 | 4
78 | CCOc1ccc(-n2c(O)c(N=Nc3ccc([N+](=O)[O-])cc3)c(=O)[nH]c2=O)cc1 | 1 | 11
79 | Cc1c(NS(=O)(=O)c2ccccc2)ccc([N+](=O)[O-])c1Cl | -14 | -1
80 | CCOC(=O)Cn1cc(C(=O)c2ccccc2F)c2ccccc21 | 1 | -5

By substructure: the compounds so far with bromine
No. | smiles | TAG inh | TAG inh DAPI viability
11 | Oc1c(Br)cc(Br)cc1CN1CCN(Cc2ccccc2)CC1 | -13 | 3
42 | CCS(=O)(=O)NC(C)c1nnc2n1-c1ccc(Br)cc1C(c1ccccc1Cl)=NC2 (stereo not given) | -3 | -7
43 | Cc1ccc(C(=O)c2cc(Br)ccc2N)cc1 | 16 | 5
57 | O=C1NC(=O)C(CCc2ccncc2)(CCc2ccccn2)C(=O)N1c1ccc(Br)cc1 (stereo not given) | 4 | 1
63 | CCS(=O)(=O)NCc1nnc2n1-c1ccc(Br)cc1C(c1ccccc1Cl)=NC2 | 5 | -8

Continuation.
No. | smiles | TAG inh | TAG inh DAPI viability
81 | CCOC(=O)c1c(C)n(Cc2ccccc2)c2ccc(O)cc12 | -31 | -2
82 | CCCNC(=O)N1[C@H]2CC[C@@H]1C(C(=O)OC)=C(c1ccc3ccccc3c1)C2 | -16 | -2
83 | C[C@@H]1CN([C@@H](C)CO)C(=O)CCCn2nncc2CO[C@@H]1CN(C)C(=O)Oc1ccc2ccccc2c1 | 5 | -3
84 | COC(=O)c1ccccc1OP(=O)(c1cccc([N+](=O)[O-])c1)c1cccc([N+](=O)[O-])c1 | 0 | 4
85 | O=C(Cn1cnc2ccccc2c1=O)NCC(=O)N1CCC2(CC1)OCCO2 | 11 | -11
86 | CN(C)Cc1c[nH]c2cc([N+](=O)[O-])ccc12 | 0 | -4
87 | C[C@H]1CCC/C=C/C2C[C@H](O)CC2[C@H](O)/C=C/C(=O)O1 (stereo not given in full) | 132 | -85
88 | CN1C2CCC1CC(OC(=O)c1cc(Cl)cc(Cl)c1)C2 (stereo not given) | 4 | -2
89 | CNCC(O)c1cccc(OC(=O)c2ccccc2C)c1 (stereo not given) | 0 | 18
90 | O=C(O)CCCc1ccc(N(CCCl)CCCl)cc1 | 18 | -8
91 | Cc1ccsc1C(=O)C1CCCN(Cc2cc3ccccc3o2)C1 (stereo not given) | -4 | 7
92 | Cc1nnc2ccc(-c3cccc(C(F)(F)F)c3)nn12 | 23 | 1
93 | CNC(=S)N1CC2CC(C1)c1cccc(=O)n1C2 (stereo not given) | -7 | -13
94 | CC(=O)OC1CCC2(C)C(CC(=O)C3C2CCC2(C)C(OC(C)=O)CCC32)C1 (stereo not given) | -12 | 6
95 | CN(C)C(=O)O/N=C(\N)COc1ccc(C(C)(C)C)cc1 | 6 | -4
96 | COC(=O)C1=C(c2ccc(F)cc2OCc2ccccc2)C[C@@H]2CC[C@H]1N2C(=O)NCc1ccc(N(C)C)cc1 | 10 | -4
